# Peg3 promoter: Peg3 promoter activity inhibition; HeLa PEG-Prom luciferase reporter, luminescence, overnight; inhibition, % at 20 µM; 360,000 compounds, 1.7% hits; AID 588405;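 active means inhibition of at least 50% at 20 µM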
# CF NFkB inh: inhibitors of cystic fibrosis induced NF-kB. KKLEB NF-kB-GFP reporter, PAF-induced, GFP fluorescence overnight. inhibition, % at 5 µM. 360,000 compounds, 0.86% hits. AID 588850;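 active means at least 50% inhibition at 5 µM, scaled per plate between neutral and stimulator controls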;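 further: PAF is a Pseudomonas aeruginosa culture filtrate used as stimulus; plate controls were PAF-stimulated DMSO wells for no effect and unstimulated DMSO wells for full effect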
# KKLEB tox: CF airway cell cytotoxicity counter-screen | KKLEB CF airway cells viability, ATPlite luminescence, overnight; active compounds read low; cells stimulated with P. aeruginosa culture filtrate | activity change (cytotoxicity), % at 5 µM | 360,000 compounds, 0.36% hits;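 active means corrected activity change at or below -50% at 5 µM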
# CaV13 ICDI inh: Disruptors of the CACNA1D IQ motif to Ca2+-dependent inactivation inhibitor domain association, primary screening, Förster resonance energy transfer in intact living …; HEK cells, CFP/YFP FRET ICDI-IQ, plate reader, 10 min; percent FRET-ratio fall versus neutral wells; inhibition, % at 12.3 µM; 340,000 compounds, 0.098% hits;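 active means mean replicate inhibition of at least 30% and at least 1% of replicates passing that level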;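 further: 0% = median of the neutral control wells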
# Vif inh: blocks HIV Vif function. HEK293T cells, Vif self-association by quenched fluorescence, imaging, 24 h. inhibition, % at 7.49 µM. 340,000 compounds, 0.35% hits. AID 602346; in the data active means inhibition above about 50%, passing the limit was not always enough; further: some results filed as inactive read as strong as hits
# PDI turbidity: inhibitors of human protein disulfide isomerase | P07237 | PDI insulin aggregation turbidity, A650, 90 min | inhibition, % at 10 µM | 350,000 compounds, 0.052% hits;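 active means mean inhibition across replicates of 30% or more, whatever share of single replicates reach that level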;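 further: absorbance from insulin aggregation driven by PDI reduction with DTT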
# Target sequence (P07237 whole entry, looked up): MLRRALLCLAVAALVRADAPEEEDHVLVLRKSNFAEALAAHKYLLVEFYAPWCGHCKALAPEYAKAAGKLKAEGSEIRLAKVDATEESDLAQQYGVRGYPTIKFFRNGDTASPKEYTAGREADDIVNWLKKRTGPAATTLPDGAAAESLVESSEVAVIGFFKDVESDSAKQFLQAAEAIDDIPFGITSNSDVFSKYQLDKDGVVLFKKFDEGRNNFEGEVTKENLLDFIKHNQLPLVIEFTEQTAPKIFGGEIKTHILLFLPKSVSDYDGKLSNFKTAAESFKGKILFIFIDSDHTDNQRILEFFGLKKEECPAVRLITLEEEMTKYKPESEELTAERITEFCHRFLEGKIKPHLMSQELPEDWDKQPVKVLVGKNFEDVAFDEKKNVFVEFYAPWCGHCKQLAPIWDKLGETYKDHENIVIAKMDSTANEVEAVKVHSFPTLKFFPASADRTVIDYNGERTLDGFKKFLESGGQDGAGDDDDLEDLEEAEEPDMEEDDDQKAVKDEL
# Shn3 inh set2: inhibitors of Schnurri-3 3'UTR reporter in osteoblasts; Clone20 osteoblast Shn3 3'UTR firefly luciferase, 24 h; inhibition, % at 12.5 µM; 360,000 compounds, 0.52% hits; AID 588674;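 active means mean inhibition of at least 75% with every replicate also reaching 75%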;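 further: 0% = median of neutral control wells and 100% = pilot-screen positive control compound; some compounds past the cut are filed as inactive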
# TRPM1 prom inh: inhibitors of MITF-driven TRPM1 promoter in melanoma cells; inhibition, % at 12.5 µM; SK-MEL-5 TRPM1 promoter luciferase, 24 h; 330,000 compounds, 0.83% hits;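 active means mean inhibition across replicates of 60% or more, whatever share of single replicates reaches that level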; further: values of inactives mirror those of a sister screen read the other way
# NR2E3 ag-1: agonists of human nuclear receptor NR2E3. Q9Y5X4. GST-NR2E3/biotin-RetCOR TR-FRET, 1536-well. inhibition of corepressor binding, % at 4.78 µM. 320,000 compounds, 0.12% hits. AID 2300;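 active means percent inhibition above the cutoff of mean plus 3 SD of all tested compounds, set per screening campaign, cut at about 20% in these data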;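 further: 0% = DMSO wells and 100% = biotin wells as full block of FRET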
# Target sequence (Q9Y5X4 whole entry, looked up): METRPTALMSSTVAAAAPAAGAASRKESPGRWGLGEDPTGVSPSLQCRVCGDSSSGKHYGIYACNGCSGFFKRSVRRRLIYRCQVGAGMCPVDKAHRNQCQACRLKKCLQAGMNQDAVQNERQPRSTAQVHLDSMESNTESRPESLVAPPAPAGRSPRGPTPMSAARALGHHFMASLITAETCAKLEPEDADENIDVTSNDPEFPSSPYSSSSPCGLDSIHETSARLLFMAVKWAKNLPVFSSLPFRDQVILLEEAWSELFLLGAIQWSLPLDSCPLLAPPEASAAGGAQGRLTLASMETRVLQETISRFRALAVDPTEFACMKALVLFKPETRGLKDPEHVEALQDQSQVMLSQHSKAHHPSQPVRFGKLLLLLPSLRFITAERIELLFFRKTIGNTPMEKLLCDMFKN
#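 system = GST-tagged NR2E3 plus biotinylated RetCOR corepressor | input = 1.35 nM GST-NR2E3 | also added = 7 nM biotin-RetCOR | schedule = 5 h incubation at 4 °C | measured by = TR-FRET with europium anti-GST and streptavidin-D2, 340 nm excitation | read-out = percent loss of FRET ratio relative to control wells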
# NR2E3 ag-2: agonists of human NR2E3 nuclear receptor | Q9Y5X4 | CHO-S Gal4-NCOR/VP16-NR2E3 two-hybrid, luciferase | 360,000 compounds, 0.35% hits | AID 602229 | inhibition of corepressor binding, % at 3.98 µM;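 active means inhibition above the mean of all tested compounds plus 3 SD, cut at about 70% in these data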;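 further: 0% = DMSO with NR2E3 transfected cells and 100% = cells lacking NR2E3 construct; higher means lower luciferase signal from less NR2E3 corepressor binding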
# HIF-2a block: inhibitors of HIF-2a | inhibition, % at 18.8 µM | 360,000 compounds, 0.72% hits | AID 624352 | 786-0 RCC cells HIF-2a reporter, luciferase luminescence, overnight;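 active means inhibition of the luminescence signal of 40% or more relative to plate controls, in a single-dose primary screen at 18.75 µM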
# Active calls of the source: *; . = no result given.
# Values run as follows: Peg3 promoter	CF NFkB inh	KKLEB tox	CaV13 ICDI inh	Vif inh	PDI turbidity	Shn3 inh set2	TRPM1 prom inh	NR2E3 ag-1	NR2E3 ag-2	HIF-2a block
1	COc1ccc(N2CC(C(=O)N[C@@H](C)C(=O)N[C@H](CO)c3ccccc3)CC2=O)cc1 (some centres not stated)
    0	-14	4	.	-8	.	-15	-1	-1	10	2
2	COc1cc(/C=C(\C#N)c2nc3ccccc3n2C)cc(OC)c1O
    12	-51	10	-38	0	-2	-5	17	0	-5	-4
3	Cc1ccc2ccccc2c1C(O)c1ncc(-c2cccc(C(F)(F)F)c2)[nH]1 (configuration not stated)
    25	18	-16	-6	.	-54	4	.	.	20	-3
4	CC(C)n1c(O)c(N=NC(=O)Cc2csc(N3CCOCC3)n2)c2ccccc21
    12	10	-16	2	0	3	-7	20	1	-9	26
5	CC(NC(=O)COC(=O)Cc1cccs1)c1ccc(F)cc1 (configuration not stated)
    -18	14	-10	-3	-13	-6	-21	11	.	14	8
6	Cc1cs/c(=N\N=C\c2cccc([N+](=O)[O-])c2)n1Cc1ccco1
    -93	1	-5	-4	-7	0	2	-1	4	-38	-172
7	O=C(CCN1C(=O)S/C(=C\c2ccc(F)cc2)C1=O)Nc1ccc(C(=O)O)c(O)c1
    -16	14	-1	-7	1	4	-5	12	0	-9	-23
8	c1ccc(CCCN2CCOCC2)cc1
    9	-5	-5	-2	-2	11	3	-8	.	-6	20
9	Cc1ccc(S(=O)(=O)Cc2csc(N)n2)cc1
    -25	-2	4	-5	10	0	-3	-17	-2	-17	-10
10	O=C(CN1CCOCC1)Nc1ccccc1
    21	1	-11	-9	-9	9	16	3	4	4	2
11	COc1ccccc1CNC(=O)CCCn1c(=O)c2ccccc2n(CC(=O)NC2CCCC2)c1=O
    10	-7	14	.	-13	-1	-23	-7	2	-3	9
12	O=C(Cc1ccccc1)c1ccccc1C(=O)N1CCCCC1
    -18	-8	-4	-5	.	8	-8	1	0	-8	-9
13	CC(=O)N1c2ccc(S(=O)(=O)N3CCCC(C(=O)Nc4cccc(Cl)c4)C3)cc2CC1C (configuration not stated)
    12	13	-27	-7	-21	14	77	22	0	-18	26
14	CC1CCC(NC(=O)CNC(=O)c2ccc3ccccc3c2)CC1 (configuration not stated)
    -199	16	-4	-5	-12	-2	-41	-68	2	-15	-162
15	O=C(CCCC(=O)OCC(Cl)=C(Cl)Cl)Nc1ccc(F)cc1
    3	-14	-3	-4	-6	3	-10	-4	2	-18	17
16	N#Cc1ccc(C(=O)OCC(=O)NC2CCCC2)cc1
    0	10	-5	-1	-9	-7	6	-2	2	-12	11
17	N#CCC(=O)Nc1ccc(C(=O)OCC(=O)NCc2ccc3c(c2)OCO3)cc1
    -1	14	-2	-7	-2	-10	-8	-1	2	8	16
18	Cc1ccc(N(CC(=O)NC(C)c2ccccc2)S(=O)(=O)c2c(C)noc2C)cc1 (configuration not stated)
    5	9	1	-2	-7	-9	10	-12	2	1	9
19	COc1ccc(-c2nc(CSCC(=O)N3CCc4ccccc43)c(C)o2)cc1OC
    5	11	5	-3	3	8	12	6	0	-19	-5
20	O=C(C1CCCCC1)N1CCC(c2nc3c(nnn3Cc3c(F)cccc3Cl)c(=O)[nH]2)CC1
    -10	-12	-2	.	-17	0	-2	10	-1	17	14
21	C/C(=N\NC(=O)c1ccc(C)cc1C)c1ccc2c(c1)Nc1ccccc1S2
    -57	-10	1	-6	-6	-3	-17	-8	-1	-45	-80
22	CCN(CC)C(=O)Cn1cnc2sc(C(=O)N3CCN(c4ccc(F)cc4)CC3)c(C)c2c1=O
    3	2	-3	5	-2	-8	28	-1	0	-11	3
23	CC1CC(C)CN(C(=O)C(C)N2CCN(S(=O)(=O)c3ccc(Br)s3)CC2)C1 (configuration not stated)
    23	23	-17	-6	-11	-5	27	7	.	-5	18
24	CC(C)[C@H](NC(=O)c1ccco1)C(=O)OCC(=O)c1ccc(Br)s1
    -2	-6	18	-5	-6	4	1	4	.	-54	6
25	Cn1cc(C(=O)c2ccc(Cl)cc2Cl)cc1C(=O)O
    7	-7	1	-4	.	14	-8	-12	2	8	12
26	Cc1cc(OC(C)C(=O)N(Cc2ccco2)C2CCS(=O)(=O)C2)cc(C)c1Cl (configuration not stated)
    11	-2	11	.	.	.	-22	-5	-1	-17	7
27	Cc1cccc(C)c1NC(=S)NCCCN1CCCC1=O
    18	-2	6	-5	5	-2	9	2	0	-1	10
28	Cc1cccc(/N=C2/NC(=O)C(Cc3ccccc3)S2)n1 (configuration not stated)
    17	-11	-4	-2	3	-1	-5	8	4	-23	-1
29	CCC(=O)[C@@]1(C)[C@H](C)C[C@H]2[C@@H]3CCC4=CC(=O)C=C[C@]4(C)[C@H]3[C@@H](O)C[C@@]21C
    9	72*	39	-5	32	-6	41	-7	3	10	22
30	O=C(NCc1ccccc1)c1sc(=S)n2c1[nH]c(=O)c1ccccc12
    14	51*	-19	-4	-5	-2	-17	-16	-2	7	-9
31	Cc1ccc(S(=O)(=O)N2CCOCC2)cc1C(=O)Nc1nc(-c2ccccn2)cs1
    26	-8	9	-6	-12	1	76	.	.	-17	6
32	CCCNC(=O)c1ccccc1NC(=O)CSCc1ccc(OC)cc1
    23	18	-4	-9	-2	4	6	-1	-2	-7	19
33	CN(NS(=O)(=O)c1ccccc1)C(=O)c1ccccc1
    2	-21	2	-13	-4	3	11	-7	.	-20	11
34	C=CCNc1nc(Nc2cc(Cl)ccc2OC)nc(OC)n1
    10	-11	-4	-2	7	-4	-3	-16	4	-38	2
35	COCCn1c(SCC(=O)NCc2ccc(F)cc2)nc2ccccc21
    19	13	6	-4	-10	-3	-16	11	4	-18	13
36	Cc1noc(NS(=O)(=O)c2ccc(NC(=O)c3ccc(F)cc3)cc2)c1C
    -2	-19	-6	-5	33	-15	-4	-2	.	-16	-1
37	CCOC(=O)c1[nH]c2c(c1C)C(=O)CC(c1ccc(F)cc1)C2 (configuration not stated)
    19	42	-21	-5	27	.	60	10	2	-26	-10
38	Cc1ccc(C2C(C#N)=C(N)Oc3n[nH]c(-c4ccccc4)c32)o1 (configuration not stated)
    1	-5	0	.	.	3	-12	7	1	-29	21
39	O=C(COC(=O)Cc1ccsc1)NCc1ccccc1
    -1	12	8	-5	4	5	14	-3	4	-31	3
40	COCCn1c(SCC(=O)Nc2cc(C)on2)nc2cc(Cl)ccc2c1=O
    24	1	4	-2	-2	-8	-8	4	-1	4	6
41	Cc1nn(-c2ccccc2)c2[nH]c(=O)c(CNCCN3CCOCC3)cc12
    0	2	7	1	34	3	-11	-1	-3	-26	13
42	S=c1[nH]ncn1/N=C/c1ccccn1
    6	19	1	-3	-20	-3	7	12	0	-9	3
43	O=C(Cn1cnc2ccccc21)N/N=C/c1ccccc1
    4	-2	7	3	-6	-1	-1	2	0	-26	21
44	N#CCCn1cc(/C=N/NC(N)=S)c(-c2ccc(-c3ccccc3)cc2)n1
    31	-13	6	-12	1	9	53	7	4	16	15
45	COc1ccc(C(=O)NCCCCCC(=O)O)cc1OC
    9	-11	3	-4	10	1	-4	-4	3	-5	16
46	CC(=O)c1ccc(NC(=O)c2cccc(NC(=O)c3ccccc3)c2)cc1
    -79	0	-6	-5	0	5	-17	-41	0	-5	-121
47	CC(C)(C)CC(=O)NCCCN1CCOCC1
    8	3	-5	-2	29	-4	4	-4	5	-8	15
48	Cc1ccnc(NC(=O)CCc2c[nH]c3ccccc23)c1
    -183	2	-2	.	2	1	-51	-17	0	-71	-126
49	O=S(NCc1ccco1)C12CC3CC(CC(C3)C1)C2 (configuration not stated)
    22	6	3	-7	-1	-3	5	0	4	-9	19
50	CCc1ccc(NS(=O)(=O)c2cc(OC)ccc2OC)cc1
    20	0	-17	-10	4	3	17	10	-5	-22	19
51	C[C@@H]1CCCCO[C@H](CN(C)C(=O)C2CCCCC2)[C@@H](C)CN([C@H](C)CO)C(=O)c2cc(N(C)C)ccc2O1
    -1	28	-9	-2	-9	1	-18	.	.	-4	-6
52	O=C(CNC(=S)N(Cc1ccccc1)Cc1cccnc1)N1CCOCC1
    4	-5	14	-3	-5	6	-20	-2	-1	-18	24
53	O=C(COC(=O)c1ccccc1OCc1ccccc1Cl)NC1CCS(=O)(=O)C1 (configuration not stated)
    10	16	12	-1	4	3	-2	-4	.	-13	11
54	COc1cc(NC(=S)NCc2ccco2)cc(OC)c1
    -32	6	-1	.	.	3	-32	2	2	-5	-25
55	COC(=O)CCC(=O)Nc1cccc(Cl)c1
    5	23	-7	-6	9	-11	-9	2	2	-3	7
56	CCCn1c(SCC(=O)NCc2ccco2)nnc1C(C)C
    15	8	3	-4	9	6	2	13	-1	-9	17
57	Cc1ccc(NC(=O)Nc2ccc(F)cc2F)c(OC(F)F)c1
    -36	-4	6	-5	0	2	11	-18	1	-18	-45
58	Cc1ccsc1C(=O)OCc1nc2ccccc2c(=O)[nH]1
    -113	5	-8	-9	-11	1	-41	-23	0	-76	-139
59	COc1ccccc1NC(=O)CN1CCC(n2c(C)nc3cc(F)ccc32)CC1
    17	-6	-2	-8	-4	2	-1	10	1	-18	16
60	COc1ccc([N+](=O)[O-])cc1NC(=O)c1csc(C)c1
    -81	-8	20	-6	9	-6	-36	5	-4	-41	-100

# Among those listed so far, 2 have a nitro group on carbon.
# Values run as follows: Peg3 promoter	CF NFkB inh	KKLEB tox	CaV13 ICDI inh	Vif inh	PDI turbidity	Shn3 inh set2	TRPM1 prom inh	NR2E3 ag-1	NR2E3 ag-2	HIF-2a block
6	Cc1cs/c(=N\N=C\c2cccc([N+](=O)[O-])c2)n1Cc1ccco1
    -93	1	-5	-4	-7	0	2	-1	4	-38	-172
60	COc1ccc([N+](=O)[O-])cc1NC(=O)c1csc(C)c1
    -81	-8	20	-6	9	-6	-36	5	-4	-41	-100

# Next results follow:
# Values run as follows: Peg3 promoter	CF NFkB inh	KKLEB tox	CaV13 ICDI inh	Vif inh	PDI turbidity	Shn3 inh set2	TRPM1 prom inh	NR2E3 ag-1	NR2E3 ag-2	HIF-2a block
61	COc1ccccc1NC(=O)CC1C(=O)NCCN1C(=O)Nc1ccc(Cl)c(Cl)c1 (configuration not stated)
    45	-11	-6	-4	0	-2	17	-5	1	26	-27
62	CCOC(CNC(=O)Cn1nc(Cc2ccncc2)c2ccccc2c1=O)OCC
    -1	11	9	-17	-1	19	8	2	1	-14	17
63	O=C(NNC1=Nc2cccc3cccc1c23)c1ccc(Br)cc1
    44	-13	-10	-9	-5	-2	-2	19	2	-11	0
64	COc1ccc(OC)c(/C=C/C(=O)OCC(=O)Nc2nnc(-c3ccccc3)o2)c1
    -2	-23	1	-6	6	10	-8	-6	7	-25	6
65	CC1CCCC(O)(C(C(=O)O)c2ccccc2)C1 (configuration not stated)
    5	-3	-4	-5	3	-3	-8	3	.	27	11
66	CCN(CC)S(=O)(=O)c1cccc(NC(=O)/C=C/c2ccc([N+](=O)[O-])cc2)c1
    -5	-36	4	-5	-1	-2	1	3	-2	-10	-8
